Bioassay records as filed in PubChem.
proCasp3 act – procaspase-3 (human) activation; P42574; recombinant procaspase-3 D3A, Ac-DEVD-pNA absorbance 405 nm; activation, % at 8.5 µM; 330,000 compounds, 0.11% hits;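 active = activation above the mean of all tested compounds plus 3 SD, cut at about 21% in these data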;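 note: 0% = DMSO alone and 100% = DMSO wells spiked with extra 5 µM PC-3 D3A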
Target sequence (P42574 whole entry D9A/D28A/D175A): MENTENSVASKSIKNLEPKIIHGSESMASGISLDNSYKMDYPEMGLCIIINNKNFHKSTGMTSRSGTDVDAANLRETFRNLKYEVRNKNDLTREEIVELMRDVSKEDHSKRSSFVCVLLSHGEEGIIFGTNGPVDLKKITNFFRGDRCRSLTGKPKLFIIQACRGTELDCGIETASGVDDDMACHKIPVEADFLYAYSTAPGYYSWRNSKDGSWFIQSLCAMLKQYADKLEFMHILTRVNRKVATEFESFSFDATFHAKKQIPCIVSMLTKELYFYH
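System: Procaspase-3 D3A mutant. Medium: Zinc-free 300 mM NaCl, 50 mM HEPES, 0.01% Triton X-100. Schedule: 1 h preincubation plus 2 h reaction at 25 °C. Measured by: 405 nm absorbance of p-nitroaniline, reads at 0 and 120 min. Read-out: percent activation relative to control range.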
Efflux pump mplx – blocks antifungal efflux pumps in multiplex yeast assay. AID 485275. inhibition, % at 10 µM. S. cerevisiae Candida pump triplex, Nile Red efflux. 330,000 compounds, 0.44% hits;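 active = plate passing quality check with inhibition over a set limit, or well fluorescence over plate mean plus 4 SD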;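 note: Nile Red retained in pooled yeast measured as flow cytometry median fluorescence; 0% = buffer negative control and 100% = Enniatin B positive control; higher means more Nile Red kept so more efflux inhibition; some compounds called inactive have numbers as strong as hits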
PP1 counter – blocks human PP1-alpha phosphatase, a PP5 counter-screen; purified PP1alpha, OMFP fluorescence; inhibition, % at 6.7 µM; 320,000 compounds, 0.9% hits; AID 2235;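 active = inhibition above the mean inhibition of all tested compounds plus 3 SD, computed separately for each screening campaign, cut at about 15% in these data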
procasp7 counter – counter-screen: procaspase-7 (human) activation. P55210. recombinant procaspase-7, Ac-DEVD-pNA absorbance 405 nm; D23A/D198A/D206A triple mutant, cannot self-cleave; scale: DMSO 0, 5 µM enzyme 100. activation, % at 8.5 µM. 330,000 compounds, 0.093% hits. AID 463210;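 active = percent activation above the screen-wide mean plus 3 SD, cut at about 25% in these data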
Target sequence (P55210 whole entry D23A/D198A/D206A): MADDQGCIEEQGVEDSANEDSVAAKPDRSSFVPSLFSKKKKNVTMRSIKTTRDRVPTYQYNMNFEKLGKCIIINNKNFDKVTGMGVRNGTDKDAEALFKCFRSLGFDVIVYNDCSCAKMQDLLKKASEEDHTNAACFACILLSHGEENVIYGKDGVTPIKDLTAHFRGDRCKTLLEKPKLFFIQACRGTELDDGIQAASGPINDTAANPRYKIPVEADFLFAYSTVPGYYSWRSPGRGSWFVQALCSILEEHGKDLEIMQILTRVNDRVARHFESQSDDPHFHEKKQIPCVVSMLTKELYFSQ
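Assay system: Uncleavable procaspase-7 mutant enzyme / Input: 2 µM procaspase-7 mutant as dispensed / Dosing: single nominal 8.5 µM compound dose, 0.8% DMSO final / Timing: 1 h enzyme–compound preincubation and 2 h substrate reaction, both 25 °C / Detection: p-Nitroaniline absorbance at 405 nm, read at 0 and 120 min / Replication: singlicate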
TPT1 inh – C. albicans TPT1 enzyme inhibition | recombinant caTPT1, FP RNA substrate dephosphorylation | inhibition, % at 5 µM | 300,000 compounds, 0.81% hits | AID 1962;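 active = inhibition above the mean of all tested compounds plus 3 SD, set per screening campaign, cut at about 24% in these data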;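 note: plate controls were DMSO alone for no effect and ferristatin control at 100 nM for full effect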
GASC-1 inh – blocks human GASC-1 demethylase activity; GST-JMJD2C(1-420) H3K9me3 demethylation, DELFIA europium; inhibition, % at 2.35 µM; Q9H3R0; AID 2099; 330,000 compounds, 0.069% hits;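 active = more than half of a compound's replicate wells show inhibition beyond 50%, single wells judged on their own value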;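 note: signal counts dimethyl H3K9 product captured on neutravidin plate; 0% = median of DMSO wells and 100% = 0.3 times that DMSO median; strong numbers were not always called active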
CTSL1 counter – blocks F. hepatica cathepsin L1 in PFM18AAP counter-screen; AID 1906; inhibition, % at 5.96 µM; recombinant F. hepatica cathepsin L1, Z-Leu-Arg-MCA fluorescence; 300,000 compounds, 0.49% hits;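 active = inhibition above the mean of all tested compounds plus 3 SD, set per screening campaign, cut at about 17% in these data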;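 note: 0% = plate median of test compound wells and 100% = 1 µM Z-Phe-Ala-diazomethylketone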
core dimer inh – HCV core protein dimerization inhibition | TR-FRET GST/Flag-core106 dimerization, 1536-well | inhibition, % at 5 µM | 300,000 compounds, 0.33% hits;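 active = inhibition above the mean of all tested compounds plus 3 SD, set per screening campaign, cut at about 45% in these data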
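Assay system: Tagged HCV core106 pair (GST and Flag) | Buffer or medium: KF-containing HEPES buffer, pH 7.45, DTT, CHAPS, BSA | Also added: Eu donor and XL665 acceptor anti-tag antibodies | Dosing: One concentration, 5 µM, in 0.5% DMSO | Timing: 4 h at 22.5 °C | Technique: TR-FRET 671 and 617 nm emission | Repeats: Singlicate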
PP5 inh – blocks human protein phosphatase 5 activity; P53041; purified PP5c, OMFP substrate fluorescence; inhibition, % at 6.7 µM; 320,000 compounds, 0.18% hits; AID 1987;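 active = inhibition above the campaign's mean inhibition across all tested compounds plus 3 SD, cut at about 9.5% in these data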;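 note: 0% = DMSO only and 100% = 100 µM cantharidin control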
Target sequence (P53041 whole entry, looked up): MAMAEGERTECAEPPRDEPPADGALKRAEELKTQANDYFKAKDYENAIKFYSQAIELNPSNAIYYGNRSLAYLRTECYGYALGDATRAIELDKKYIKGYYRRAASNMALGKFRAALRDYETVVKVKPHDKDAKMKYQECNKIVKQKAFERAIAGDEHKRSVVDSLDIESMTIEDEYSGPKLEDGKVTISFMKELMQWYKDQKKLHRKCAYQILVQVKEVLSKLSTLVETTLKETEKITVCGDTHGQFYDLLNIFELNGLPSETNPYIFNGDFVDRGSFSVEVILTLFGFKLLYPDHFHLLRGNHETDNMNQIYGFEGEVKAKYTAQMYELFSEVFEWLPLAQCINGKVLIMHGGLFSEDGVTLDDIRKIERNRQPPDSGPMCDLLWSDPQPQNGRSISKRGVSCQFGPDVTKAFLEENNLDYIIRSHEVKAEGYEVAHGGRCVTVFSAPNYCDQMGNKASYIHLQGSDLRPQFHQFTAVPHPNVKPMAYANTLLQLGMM
* marks the source's active call; other numbers are inactive results.

How did O=C1CN(c2nc(-c3cccnc3)nc3sc4c(c23)CCCC4)CCN1 do in these assays?
proCasp3 act: -7.8; Efflux pump mplx: 0.6; PP1 counter: 13.6; procasp7 counter: -1.4; TPT1 inh: -2.8; GASC-1 inh: 16.6; CTSL1 counter: -11.9; core dimer inh: 3.7; PP5 inh: -0.2

How did CCCNC(=O)c1ccc(N2CC3CC(C2)c2cccc(=O)n2C3)c(NC(=O)Nc2ccc(CC)cc2)c1 (stereo not given) do in these assays?
proCasp3 act: 9.4; Efflux pump mplx: 0.3; PP1 counter: 2.8; procasp7 counter: -2.8; TPT1 inh: 0.5; GASC-1 inh: 0.6; CTSL1 counter: -0.8; core dimer inh: 13.0; PP5 inh: -0.3

Results for CC(C)(C)c1ccc(OCc2ccc(C(=O)Nc3cccnc3)o2)cc1 ?
proCasp3 act: 5.2; Efflux pump mplx: 0.0; PP1 counter: 11.3; procasp7 counter: 6.8; TPT1 inh: -0.9; GASC-1 inh: -2.7; CTSL1 counter: -0.1; core dimer inh: 8.9; PP5 inh: 7.6

What do the screens show for `CCNC(=S)N(CCc1ccc(OC)c(OC)c1)Cc1cc2cc(OC)ccc2[nH]c1=O`?
proCasp3 act: -5.3; Efflux pump mplx: 0.1; PP1 counter: -1.2; procasp7 counter: 4.9; TPT1 inh: -3.1; GASC-1 inh: 2.3; CTSL1 counter: -0.3; core dimer inh: -1.1; PP5 inh: 2.5

What do the screens show for `Cc1ccccc1C(=O)NCC(c1ccco1)N1CCc2ccccc21` (stereo not given)?
proCasp3 act: 10.1; Efflux pump mplx: 0.0; PP1 counter: -5.9; procasp7 counter: 6.5; TPT1 inh: -0.3; GASC-1 inh: -4.6; CTSL1 counter: 2.7; core dimer inh: -5.2; PP5 inh: -0.1

Results for COc1ccc(CN2C(=O)c3cccnc3C2=O)cc1S(=O)(=O)NC(C)C ?
proCasp3 act: 11.5; Efflux pump mplx: 0.1; PP1 counter: 2.5; procasp7 counter: 12.7; TPT1 inh: 1.4; GASC-1 inh: -2.4; CTSL1 counter: -4.7; core dimer inh: 0.2; PP5 inh: 1.1

Results for O=C(CN(Cc1ccco1)C(=O)c1ccccc1F)Nc1ccccc1C(F)(F)F ?
proCasp3 act: -6.5; Efflux pump mplx: 0.5; PP1 counter: -4.6; procasp7 counter: -7.7; PP5 inh: 2.2

How did c1ccc2c(CN3CCOCC3)csc2c1 do in these assays?
proCasp3 act: 5.2; Efflux pump mplx: -0.3; PP1 counter: -0.4; procasp7 counter: -5.8; TPT1 inh: -5.3; GASC-1 inh: 3.8; CTSL1 counter: -1.6; core dimer inh: 2.4; PP5 inh: 0.1

What do the screens show for `O=c1[nH]c(N/N=C/c2cc3c(cc2[N+](=O)[O-])OCO3)nc2ccccc12`?
proCasp3 act: -5.5; Efflux pump mplx: -0.1; PP1 counter: -4.0; procasp7 counter: 3.2; TPT1 inh: 1.5; GASC-1 inh: -1.2; CTSL1 counter: -2.6; core dimer inh: 0.9; PP5 inh: -1.1

Results for Fc1ccc(-c2nnn(Cc3nc4ccccc4s3)n2)cc1 ?
proCasp3 act: -2.6; Efflux pump mplx: -0.1; PP1 counter: -0.6; procasp7 counter: 2.1; TPT1 inh: -0.3; GASC-1 inh: -2.7; CTSL1 counter: 0.1; core dimer inh: -3.3; PP5 inh: 1.7

The final two entries of the part before are carried over, then new ones follow.
What do the screens show for `O=c1[nH]c(N/N=C/c2cc3c(cc2[N+](=O)[O-])OCO3)nc2ccccc12`?
proCasp3 act: -5.5; Efflux pump mplx: -0.1; PP1 counter: -4.0; procasp7 counter: 3.2; TPT1 inh: 1.5; GASC-1 inh: -1.2; CTSL1 counter: -2.6; core dimer inh: 0.9; PP5 inh: -1.1

Results for Fc1ccc(-c2nnn(Cc3nc4ccccc4s3)n2)cc1 ?
proCasp3 act: -2.6; Efflux pump mplx: -0.1; PP1 counter: -0.6; procasp7 counter: 2.1; TPT1 inh: -0.3; GASC-1 inh: -2.7; CTSL1 counter: 0.1; core dimer inh: -3.3; PP5 inh: 1.7

Results for CSc1ccc(/C=c2\s/c(=C\C(=O)C(C)(C)C)n(CC(=O)NCCC3=CCCCC3)c2=O)cc1 ?
proCasp3 act: -20.4; Efflux pump mplx: 0.4; PP1 counter: 5.7; procasp7 counter: -10.1; TPT1 inh: 7.3; GASC-1 inh: 82.5; CTSL1 counter: 5.2; core dimer inh: 24.1; PP5 inh: 2.9

How did Cc1cc2cc(CNC(=O)c3cccs3)ccc2[nH]1 do in these assays?
proCasp3 act: -0.4; Efflux pump mplx: 0.1; PP1 counter: 1.1; procasp7 counter: -4.7; TPT1 inh: -7.3; GASC-1 inh: -5.0; CTSL1 counter: -4.2; core dimer inh: 7.8; PP5 inh: 4.3

Results for CCCN(C(=O)c1cc(-c2ccco2)nc2ccccc12)c1c(N)n(Cc2ccccc2)c(=O)[nH]c1=O ?
proCasp3 act: -19.4; Efflux pump mplx: 0.0; PP1 counter: 2.8; procasp7 counter: -15.0; TPT1 inh: -0.8; GASC-1 inh: -5.9; CTSL1 counter: 2.1; core dimer inh: 28.3; PP5 inh: 1.1

Results for Cc1ccccc1NC(=O)CCNS(=O)(=O)c1ccc2c(c1)CCC(=O)N2 ?
proCasp3 act: 1.6; Efflux pump mplx: 0.0; PP1 counter: 0.2; procasp7 counter: 3.1; TPT1 inh: -1.4; GASC-1 inh: 1.6; CTSL1 counter: 0.7; core dimer inh: 1.2; PP5 inh: -2.2

How did CCN(CCCNC(=O)CNC(=O)c1nn(-c2ccc(OC)c(OC)c2)c(=O)c2ccccc12)c1ccccc1 do in these assays?
proCasp3 act: 2.6; Efflux pump mplx: -0.4; PP1 counter: -2.4; procasp7 counter: -2.1; TPT1 inh: 3.3; GASC-1 inh: -1.9; CTSL1 counter: 4.6; core dimer inh: 4.3; PP5 inh: 2.0

Results for O=C(NCCSc1ccccc1)c1ccc(Br)cc1 ?
proCasp3 act: 9.8; Efflux pump mplx: 0.1; PP1 counter: 6.6; procasp7 counter: -11.8; TPT1 inh: 2.8; GASC-1 inh: -7.7; CTSL1 counter: -5.8; core dimer inh: -6.9; PP5 inh: -2.9

What do the screens show for `N#Cc1nnn(-c2cc(Cl)cc(Cl)c2)c1N`?
proCasp3 act: 1.8; Efflux pump mplx: 0.1; PP1 counter: -4.2; procasp7 counter: 0.4; TPT1 inh: 0.3; GASC-1 inh: -15.2; CTSL1 counter: -3.5; core dimer inh: -2.1; PP5 inh: 2.2

Results for O=C(CCCC(=O)N1CCCc2ccccc21)N1CCCc2ccccc21 ?
proCasp3 act: 0.5; Efflux pump mplx: -0.1; PP1 counter: 1.9; procasp7 counter: 4.0; TPT1 inh: -2.0; GASC-1 inh: -10.5; CTSL1 counter: 1.6; core dimer inh: 4.6; PP5 inh: 2.5

How did Nn1c(SCC(=O)Nc2ccc3c(c2)OCO3)nnc1C1CCCCC1 do in these assays?
proCasp3 act: 5.9; Efflux pump mplx: -0.5; PP1 counter: -4.7; procasp7 counter: 0.7; TPT1 inh: -0.6; GASC-1 inh: 2.1; CTSL1 counter: -1.4; core dimer inh: -3.2; PP5 inh: 1.9

How did Fc1ccc(CN2CCCCCCC2)cc1 do in these assays?
proCasp3 act: 4.7; Efflux pump mplx: 0.1; PP1 counter: 2.8; procasp7 counter: 13.1; TPT1 inh: -2.1; GASC-1 inh: -16.2; CTSL1 counter: 4.6; core dimer inh: -4.3; PP5 inh: 1.2

How did O=C(c1ccc(C(F)(F)F)cc1)N1CCC(=O)N(C(COCc2ccc(C(F)(F)F)cc2)Cc2ccccc2)CC1 (stereo not given) do in these assays?
proCasp3 act: 16.4; Efflux pump mplx: 0.0; PP1 counter: 5.9; procasp7 counter: -11.1; TPT1 inh: -2.7; GASC-1 inh: 12.5; CTSL1 counter: 9.1; core dimer inh: 13.6; PP5 inh: 5.4

How did COc1ccc(CNC(=O)C(Cc2ccccc2)n2cccc2)cc1 (stereo not given) do in these assays?
proCasp3 act: 7.3; Efflux pump mplx: -0.1; PP1 counter: 0.5; procasp7 counter: 0.7; TPT1 inh: 0.8; GASC-1 inh: 5.0; CTSL1 counter: 2.1; core dimer inh: 4.1; PP5 inh: -1.2

Results for O=c1cc(CN2CCN(c3ccccc3)CC2)c2cc(O)c(-c3ccccc3)cc2o1 ?
proCasp3 act: -2.0; Efflux pump mplx: 0.2; PP1 counter: -0.6; procasp7 counter: -4.6; TPT1 inh: -0.6; GASC-1 inh: 0.9; CTSL1 counter: 0.7; core dimer inh: 20.8; PP5 inh: 0.3

Results for COC(=O)CSc1nc(C)cc(C)c1C#N ?
proCasp3 act: -9.7; Efflux pump mplx: -0.1; PP1 counter: -5.9; procasp7 counter: 4.0; TPT1 inh: 1.4; GASC-1 inh: 0.5; CTSL1 counter: -5.4; core dimer inh: -3.9; PP5 inh: 2.1

Results for O=C(NNc1cc(N2CCOCC2)nc(N2CCOCC2)n1)C12CC3CC(CC(C3)C1)C2 ?
proCasp3 act: 14.2; Efflux pump mplx: -0.2; PP1 counter: 0.9; procasp7 counter: 5.3; TPT1 inh: -1.9; GASC-1 inh: -2.1; CTSL1 counter: -1.1; core dimer inh: 1.2; PP5 inh: 1.4

What do the screens show for `CCOc1ccc(-c2c(C(=O)N/N=C/c3sccc3C)nnn2-c2nonc2N)cc1`?
proCasp3 act: -6.2; Efflux pump mplx: -0.1; PP1 counter: 4.1; procasp7 counter: 0.9; TPT1 inh: 1.8; GASC-1 inh: 8.1; CTSL1 counter: 0.3; core dimer inh: 18.8; PP5 inh: 1.5

What do the screens show for `Nc1ccc2oc(-c3cccc(Br)c3)nc2c1`?
proCasp3 act: -8.3; Efflux pump mplx: 0.0; PP1 counter: 2.8; procasp7 counter: -7.3; TPT1 inh: -1.5; GASC-1 inh: -0.2; CTSL1 counter: 2.3; core dimer inh: 2.0; PP5 inh: 0.2

Results for c1ccc(-n2ncc3c2ncn2nnnc32)cc1 ?
proCasp3 act: -0.2; Efflux pump mplx: -0.2; PP1 counter: -5.4; procasp7 counter: 5.9; TPT1 inh: 1.3; GASC-1 inh: -5.2; CTSL1 counter: -0.1; core dimer inh: -3.4; PP5 inh: -1.3

How did Cc1cccc(C(=O)NCc2nnc(SCC(=O)N3CCN(c4ccccc4)CC3)n2C)c1 do in these assays?
proCasp3 act: 0.7; Efflux pump mplx: 0.0; PP1 counter: -2.1; procasp7 counter: -3.6; TPT1 inh: -0.8; GASC-1 inh: 2.9; CTSL1 counter: -3.9; core dimer inh: -7.7; PP5 inh: 1.8

What do the screens show for `CC(=O)c1cccc(NC(=O)COC(=O)Cn2cnc3ccccc32)c1`?
proCasp3 act: 4.9; Efflux pump mplx: -0.1; procasp7 counter: -0.5; GASC-1 inh: 3.8

Results for CC[C@H]1CCCCc2ccccc2[C@@H](C(=O)C[C@@H](O)CC(C)=O)OC1=O ?
proCasp3 act: 2.5; Efflux pump mplx: 0.2; procasp7 counter: 0.9; GASC-1 inh: 48.6

Rows are unselected (roughly 2.9% active in at least one column).
